# PGC1a acetyl inh = lowers PGC1a acetylation signal in U2OS cells | AlphaScreen anti-acetyl-lysine; with virally co-expressed GCN5 acetyltransferase | hit rate 0.17% among 350,000 | AID 651687 | inhibition, % at 15.6 µM;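 active = every replicate shows inhibition of at least 40%; inconclusive = mean inhibition at least 40% but some replicate below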;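 note: 0% = neutral control wells and 100% = positive control wells; some results beyond the cut were filed as inactive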
# Cneo AK release = Cryptococcus neoformans lysis via adenylate kinase release; lysis activity, % at 15 µM; hit rate 0.2% among 360,000; C. neoformans lysis, adenylate kinase release luminescence, 4 h; normalised: neutral wells 0, clomiphene wells 100;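 active = mean lysis activity across replicates of at least 80%, whatever share of replicates individually reach that level; inactive = mean lysis activity below 80%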
#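 Material: C. neoformans cells; Schedule: 4 h static compound exposure, 37 °C, read 1 h post-reagent; Measured by: adenylate kinase release luminescence; Read-out: signal increase indicating cell lysis; Controls: Clomiphene as positive lysis control.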
# Statin myotox sup = suppressors of simvastatin-induced myotoxicity in C2C12 myotubes; AID 602340; ATP luminescence, 48 h; scaled: DMSO 0, geranylgeraniol control 100; rescue of ATP level, % at 7.49 µM; hit rate 0.78% among 330,000;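 active = mean ATP rescue above about 67%, or every replicate alone reaching that limit, limit read from the data, passing the limit was not always enough; inconclusive = no clear call, values can overlap the other calls; inactive = mean under the limit and some replicate under it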;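 note: myotubes were challenged with 10 µM simvastatin during compound exposure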
# PAX8 inh HTS = PAX8 transcriptional activity inhibition; hit rate 1.2% among 360,000; RMG-I TPO-luciferase reporter, SteadyGlo, 24 h; inhibition, % at 12.6 µM;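 active = mean replicate inhibition at least 60% with every replicate also reaching 60%; inconclusive = only one of the two criteria is met; inactive = mean below 60% and not all replicates reaching 60%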;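 note: luciferase light reporting Pax8 driven TPO promoter activity; plate controls were median of neutral control wells for no effect and mitoxantrone controls for full effect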
# LGR2 inh = inhibitors of bursicon-induced Drosophila LGR2 receptor cAMP signaling; inhibition, % at 9.99 µM; HEK293 LGR2, CRE-luciferase, bursicon-stimulated, 4 h; hit rate 0.35% among 380,000;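 active = drop in luminescence signal, shown as inhibition above about 50% in the replicate tests, limit read from the data, passing the limit was not always enough; inconclusive = probably only some replicates passing the limit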;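 note: agonist challenge used bursicon conditioned medium at about half maximal strength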
# PglD inh = inhibitors of Campylobacter jejuni PglD acetyltransferase; purified PglD enzyme, DTNB colorimetric CoA detection; inhibition, % at 12.5 µM; hit rate 0.098% among 360,000; in the data active = inhibition above about 16%, passing the limit was not always enough; inconclusive = no clear call, values can overlap the other calls; note: strong numbers were not always called active
# ARNT TACC3 PPI = ARNT/TACC3 interaction disruption | AID 623870 | inhibition, % at 9.99 µM | hit rate 0.66% among 390,000 | AlphaScreen His-ARNT PAS-B/GST-TACC3 binding, luminescence; TACC3 fragment carries E629A point mutation;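 active = mean inhibition of replicates at least 50% and at least half of replicates each reaching 50%; inconclusive = half or more replicates reach 50% but mean below 50%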;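 note: 0% = complete ARNT plus TACC3 wells and 100% = ARNT alone without TACC3; many hits fall short of the cut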
# GSIS activator = GLuc luminescence reporter in INS-1E cells, primary screen for activators of glucose-dependent secretion of insulin; INS-1E GLuc reporter insulin secretion, 2-3 h; activation, % at 16.6 µM; hit rate 0.61% among 370,000; AID 743287;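 active = lowest replicate activation of at least 40%, so every replicate reaches that level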;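 note: 0% = median of neutral control wells and 100% = median of IBMX positive control wells; some compounds called inactive have numbers as strong as hits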
# * marks the source's active call; other numbers are inactive results; u = inconclusive; x = no result given; & = joins results of further samples. No enrichment for hits; 2.9% or so of the library scored in one or more.
# Every second line gives: PGC1a acetyl inh, Cneo AK release, Statin myotox sup, PAX8 inh HTS, LGR2 inh, PglD inh, ARNT TACC3 PPI, GSIS activator
1: CCC1CCCCN1Cc1ccc(N)cc1 (stereo not drawn)
  x, x, x, 4, 0, x, -3, 3
2: COc1ccccc1OCCNC(=O)Nc1ccc(Br)cc1
  2, x, x, -3, -14, x, -2, -20
3: CC1(C)CC(=O)C2=C(C1)NC(=O)CC2c1ccccc1F (stereo not drawn)
  -9, -1, -3, x, x, 1, -5, x
4: O=C(O)CC/C(=N/Nc1ncc(C(F)(F)F)cc1Cl)C(=O)O
  x, x, x, 19, -8, x, 2, -6
5: CCCCSc1nc(C)[nH]c1[N+](=O)[O-]
  1, -2, -1, 11, x, 1, 0, x
6: O=C(N[C@H]1CC[C@@H](CCNS(=O)(=O)c2ccccc2Cl)O[C@@H]1CO)c1ccccc1
  7, 1, -4, 0&-2, 11&-1, 0, 4, 4&2
7: O=C(N/N=C/c1cccs1)c1n[nH]c2c1CCC2
  x, x, x, 25, u, x, -2, -9
8: CC(NC(=O)c1ccccc1)C(=O)NNC(=O)c1ccccc1Cl (stereo not drawn)
  2, -1, -2, -21, -10, -4, -7, 20
9: O=C(CSc1ncccn1)Nc1ccc(S(=O)(=O)N2CCCCC2)cc1
  -1, 1, -4, 1, x, 1, -3, x
10: CCn1ccnc1CN(C)C(=O)c1cc(COc2ccc(OC)c3ccccc23)on1
  4, 3, -9, -6, 4, -2, 15, -17

# Full records, quoted from the list.
# `CC1(C)CC(=O)C2=C(C1)NC(=O)CC2c1ccccc1F` (stereo not drawn) across the screens: PGC1a acetyl inh = -9; Cneo AK release = -1; Statin myotox sup = -3; PAX8 inh HTS = x; LGR2 inh = x; PglD inh = 1; ARNT TACC3 PPI = -5; GSIS activator = x
# `CCC1CCCCN1Cc1ccc(N)cc1` (stereo not drawn) across the screens: PGC1a acetyl inh = x; Cneo AK release = x; Statin myotox sup = x; PAX8 inh HTS = 4; LGR2 inh = 0; PglD inh = x; ARNT TACC3 PPI = -3; GSIS activator = 3

# Additional entries follow.
# Every second line gives: PGC1a acetyl inh, Cneo AK release, Statin myotox sup, PAX8 inh HTS, LGR2 inh, PglD inh, ARNT TACC3 PPI, GSIS activator
11: O=C(Nc1nnc(S(=O)(=O)Nc2ccccc2)s1)c1ccccc1Cl
  7, 8, 37, 18, -12, -1, -5, -5
12: OCC[C@H]1C[C@@H](O)[C@H](O)[C@]2(OCCc3ccccc32)O1
  -10, 2, 19, -11, -16, -1, 7, -15
13: C[C@H](CO)N1C[C@H](C)[C@H](CN(C)Cc2ccncc2)Oc2ccc(NS(=O)(=O)c3cn(C)cn3)cc2C1=O
  6, -2, -11, -1, 0, -1, -3, -10
14: Cc1ccc(C(=O)C2CCN(CC(=O)NC3CCCCC3)CC2)cc1
  -6, 0, 11, x, x, 14, -6, -12
15: O=C(OCc1cccc(F)c1)c1ccc2c(c1)-c1ccccc1C2=O
  -41, 0, -5, x, -22, -5, 1, -38
16: O=C(COc1ccc(Cl)cc1)OCc1ccc(Cl)cc1
  23, -2, 4, 26, 8, 3, -20, -1
17: Cc1noc(C)c1NC(=O)Nc1ccc2c(c1)C(=O)N([C@@H](C)CO)C[C@@H](C)[C@H](CN(C)Cc1ccc(C(=O)Nc3ccccc3N)cc1)O2
  -4, -1, 43, x, -22, -3, -6, 9
18: C[C@@H]1CN([C@H](C)CO)C(=O)c2cc(C3=CCCCC3)cnc2O[C@H]1CN(C)C(=O)Nc1cccc(F)c1
  -1, 0, u, -12, 1, -1, -2, -17
19: COc1ccc(Cl)cc1NC(=O)C1CCCN(S(=O)(=O)c2cccc3nonc23)C1 (stereo not drawn)
  -3, 1, 7, x, x, 12, x, x
20: Cc1cc(C)cc(C(=O)NCc2ccc3c(c2)OCO3)c1
  6, 0, 1, 8, 6, 3, -6, 0

# 5 compounds from above with just LGR2 inh, ARNT TACC3 PPI and Cneo AK release:
entry | structure | LGR2 inh | ARNT TACC3 PPI | Cneo AK release
16 | O=C(COc1ccc(Cl)cc1)OCc1ccc(Cl)cc1 | 8 | -20 | -2
17 | Cc1noc(C)c1NC(=O)Nc1ccc2c(c1)C(=O)N([C@@H](C)CO)C[C@@H](C)[C@H](CN(C)Cc1ccc(C(=O)Nc3ccccc3N)cc1)O2 | -22 | -6 | -1
18 | C[C@@H]1CN([C@H](C)CO)C(=O)c2cc(C3=CCCCC3)cnc2O[C@H]1CN(C)C(=O)Nc1cccc(F)c1 | 1 | -2 | 0
19 | COc1ccc(Cl)cc1NC(=O)C1CCCN(S(=O)(=O)c2cccc3nonc23)C1 (stereo not drawn) | x | x | 1
20 | Cc1cc(C)cc(C(=O)NCc2ccc3c(c2)OCO3)c1 | 6 | -6 | 0

# The list continues:
# Every second line gives: PGC1a acetyl inh, Cneo AK release, Statin myotox sup, PAX8 inh HTS, LGR2 inh, PglD inh, ARNT TACC3 PPI, GSIS activator
21: CCC(=O)NC(c1ccccc1)c1c(OC(C)=O)ccc2ccccc12 (stereo not drawn)
  x, x, x, 26, 31, x, -1, -12
22: CCCCN(C(=O)CSCC(=O)Nc1ccc(C)cc1)c1c(N)n(CC(C)C)c(=O)[nH]c1=O
  12, 3, 12, -4, -7, 1, -1, 10
23: Cc1cccc(N2CCN(C(=O)COCc3cc(-c4ccc5c(c4)OCO5)on3)CC2)c1C
  x, 16, 24, -6, 1, -3, -7, 26
24: CCCNC(=O)CN1C(=O)NC2(CCCc3cc(OC)ccc32)C1=O (stereo not drawn)
  13, 1, 1, x, x, -5, -6, x
25: CCCN1CCc2[nH]c(=S)[nH]c(=O)c2C1
  x, x, x, 72*, -3, x, 3, 8
26: CCCCCCC(C)n1[nH]c(=O)cc1N (stereo not drawn)
  9, x, x, 5, -2, x, 2, -21
27: COc1cc2c(cc1OC)C(c1cccc([N+](=O)[O-])c1)N(C(=O)CCC(=O)O)CC2 (stereo not drawn)
  9, 3, 0, -6, -19, 0, 12, 16
28: CNC[C@@H]1Oc2cc(-c3ccccc3F)ccc2S(=O)(=O)N([C@@H](C)CO)C[C@@H]1C
  -1, x, 5, -5, -8, x, x, -11
29: O=C(C[C@H]1C[C@H](C(=O)N2CCCCC2)[C@@]2(CCc3ccccc3)c3[nH]c4ccc(Cl)cc4c3CCN2C1=O)NCc1ccco1
  -2, 0, 8, 73*, -12, 0, -4, -6
30: C[C@@H]1O[C@@H](O[C@H]2[C@H](O)[C@@H](O)[C@H](Oc3c(-c4ccc(O)c(O)c4)oc4cc(O)cc(O)c4c3=O)O[C@@H]2CO)[C@H](O)[C@H](O)[C@H]1O
  x, 2, 16, -32, -5, -2, 6, 8
31: NC(=O)CSc1nnc(COc2ccccc2)n1N
  3, 23, 3, 8, 3, -4, -7, -4
32: C/C(=N\NC(=O)c1c([N+](=O)[O-])c(C)nn1C)c1ccc(NC(=O)c2ccc(C)o2)cc1
  x, -1, 0, -120, -1, 2, x, -12
33: Cc1ccc(NCC(=O)N/N=C\C(Br)=C\c2ccccc2)cc1
  -145, -1, 17, x, -36, 0, 4, 12
34: CC(N)C(=O)NC(C(=O)NC(C)C(=O)Nc1cccc2ccccc12)C(C)C (stereo not drawn)
  -11, -1, 9, 10, 4, 9, x, -9
35: COc1ccc(CN(C)C[C@H]2OCCCC[C@H](C)Oc3ccc(NC(=O)Nc4ccc(OC)cc4)cc3C(=O)N([C@@H](C)CO)C[C@@H]2C)cc1
  -2, -1, x, 7, -6, 5, 13, -35
36: CC1CCN(C(=O)c2[nH]cnc2C(=O)N2CCN(C(=O)OC(C)(C)C)CC2)CC1
  x, 2, 0, -9, -32, -3, -12, -1
37: O=C(NCCc1ccc(Cl)cc1)C1(c2ccccc2)CC1
  x, -2, x, 2, 2, -3, -7, -21
38: COc1ccc(Br)c(C(=O)Nc2cccc(Cl)c2Cl)c1
  x, x, x, -23, 11, x, -2, 4
39: CCCn1c(N)c(N(CCOC)C(=O)c2cccc(F)c2)c(=O)[nH]c1=O
  16, -1, -11, -12, -3, 0, -3, 11
40: C[C@H](O)[C@@H]1CN2CCc3c([nH]c4ccccc34)[C@@H]2C[C@@H]1N(C)C(=O)OCc1ccccc1
  4, 2, -2, 4, 2, -1, x, -13
41: Cc1ccn2c(=O)nc(SCC(=O)N3CCC(C)CC3)nc2c1
  19, 2, 5, -4, -25, -3, -1, -5
42: CCn1cc(CNCc2c(C(=O)N3CCCCC3)nc3c(C)cccn23)cn1
  7, x, -2, 24, 8, x, -1, -1
43: Cc1ccc(S(=O)(=O)N2CCCN(C)CC2)cc1
  -3, 1, 3, -11, -13, -2, 4, 4
44: C[C@@H]1CN([C@H](C)CO)C(=O)c2cc(NC(=O)NC3CCCCC3)ccc2O[C@@H]1CN(C)Cc1ccc2c(c1)OCO2
  17, -1, 38, 5, -9, -1, -2, 3
45: CCOC(=O)C(CC)Sc1cc(C)nc2ccc(OC)cc12 (stereo not drawn)
  9, 1, 6, -6, 9, -3, -6, -2
46: CC/C(=N\NC(=O)c1csc(C)c1C)c1cccs1
  -12, 2, 4, -153, x, 3, -14, x
47: C[C@@H]1CN([C@@H](C)CO)C(=O)c2cc(NC(=O)Cn3cnnn3)ccc2O[C@@H]1CN(C)C(=O)NC1CCCCC1
  -8, 53, -23, x, 0, 0, -2, 5
48: CC(C)(O)C1Cc2cc(/C=C/C(=O)O)c(O)cc2O1 (stereo not drawn)
  1, x, x, 0, 28, x, 1, 1
49: N#C[C@H]1[C@@H](c2ccc(-c3cccnc3)cc2)[C@@H](CO)N1C(=O)Nc1ccc(F)cc1
  2, -5, 19, -8, 25, 0, -3, -33
50: O=C(CCCl)N1c2ccccc2C=Cc2ccccc21
  2, -3, 2, 21, 24, 2, -4, 3
51: CN(C)CC(=O)N[C@@H]1C=C[C@@H](CC(=O)NCc2ccccc2F)O[C@@H]1CO
  8, 7, 2, -16, 0, -1, 12, 7
52: CCCC(=O)N1CCCC(C(=O)c2ccc(OC)c(OC)c2)C1 (stereo not drawn)
  x, -1, 5, 4, 0, -5, -4, 7
53: COc1ccccc1N1CCN(C(=O)[C@H](C)NS(=O)(=O)c2ccc3c(c2)OCCCO3)CC1
  0, 0, 18, 2, -9, -1, -12, -9
54: Cc1noc(C)c1S(=O)(=O)Nc1ccc2c(c1)C(=O)N([C@H](C)CO)C[C@H](C)[C@@H](CN(C)CC1CC1)O2
  10, 4, -1, -14, -5, 0, -8, -1
55: NC(=O)C1CCN(Cc2nc3cc(Cl)ccc3c(=O)[nH]2)CC1
  1, 0, 102*, x, x, 6, 3, x
